From PubChem BioAssay
CHRM4 PAM = potentiates acetylcholine response at human M4 receptor. 360,000 tested, 0.4% active. activation, % at 3 µM. CHO-K1 hM4/Gqi5, Fluo-8 calcium fluorescence, ACh EC20; 0% = ACh EC20, 100% = maximal ACh. P08173. AID 624126;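 active = activation above its plate's cutoff, the mean activation of sample wells plus 3 SD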; note: some results filed as inactive read as strong as hits
CRFR2-BP ag = CRF-BP/CRF-R2 complex agonism. HEK293 CRF-R2/CRF-BP, calcium dye fluorescence (FLIPR); percent of saturating CRF peptide response. activation, % at 13.2 µM. 350,000 tested, 0.46% active. AID 588473;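 active = activation of at least 50%, plus an integration ratio under a set limit after plate pattern correction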;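 note: plate controls were neutral control wells without compound for no effect and CRF at EC100 for full effect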
CRFBP-R2 block = antagonists of CRF-binding protein/CRF-R2 receptor complex. HEK293 CRF-R2/CRF-BP, CRF-induced calcium fluorescence. inhibition, % at 11.8 µM. 350,000 tested, 0.59% active;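 active = inhibition of the ligand-induced calcium signal above about 50% at the single tested concentration, limit read from the data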
CHRM5 PAM = CHRM5 positive allosteric modulation | P08912 | CHO-K1 hM5, Fluo-8 calcium, ACh EC20 PAM; 0% = ACh EC20, 100% = ACh EC100 | activation, % at 3 µM | 360,000 tested, 0.3% active | AID 624038;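 active = activation above the run cutoff, the mean activation of all test compounds plus 3 SD, cut at about 18% in these data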
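System: CHO-K1 cell line with stable human muscarinic M5 receptor expression | Also added: EC20 acetylcholine as agonist stimulus | Compound: One concentration, 3 µM final (nominal) | Timing: Fluo-8 loading 80 min at 37 °C plus 30 min room temperature | Measured by: Fluo-8 calcium dye fluorescence, kinetic read | Read-out basis: % activation, ACh-normalized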
M4 antag = blocks acetylcholine activation of human M4 receptor; inhibition, % at 3 µM; 360,000 tested, 0.73% active; CHO-hM4 cells, ACh EC80, Fluo-8 calcium fluorescence; AID 624125; P08173;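 active = inhibition above its plate's cutoff, the mean inhibition of sample wells plus 3 SD, cut at about 27% in these data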;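 note: 0% = acetylcholine EC80 with DMSO and 100% = DMSO without agonist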
M4 ag = agonists of human muscarinic M4 receptor (CHRM4). AID 624127. CHO-K1 hM4/Gqi5, Fluo-8 calcium fluorescence; vehicle 0%, full acetylcholine response 100%. 360,000 tested, 0.14% active. activation, % at 3 µM;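 active = activation above the run mean over all test wells plus 3 SD, cut at about 32% in these data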;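 note: peak over basal fluorescence ratio per well then scaled between controls; 0% = DMSO wells and 100% = acetylcholine at EC100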
CHRM5 antagonist = antagonists of human muscarinic M5 receptor (CHRM5) | P08912 | CHO-hM5 cells, Fluo-8 calcium fluorescence, ACh EC80 | inhibition, % at 3 µM | 360,000 tested, 0.59% active;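 active = inhibition above a per-plate cutoff, the mean of that plate's test compounds plus 3 SD, cut at about 27% in these data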;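 note: 0% = acetylcholine EC80 with DMSO and 100% = DMSO without agonist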
CHRM5 agonist = agonists of human muscarinic M5 receptor (CHRM5); P08912; CHO-K1 hM5 cells, Fluo-8 calcium fluorescence; 0% DMSO wells, 100% maximal acetylcholine response; activation, % at 3 µM; 360,000 tested, 0.19% active; AID 624037;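 active = activation above the run's mean over test compounds plus 3 SD, cut at about 23% in these data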;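 note: signal is peak over basal fluorescence ratio across the kinetic read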
IDE inh = cellular human IDE inhibition; P14735; HEK cells, FAbetaB cleavage, fluorescence polarization; inhibition, % at 5.59 µM; 320,000 tested, 0.41% active; AID 434962;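 active = percent inhibition above the average of all tested compounds plus 3 SD, set per screening campaign, cut at about 16% in these data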;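 note: IDE supplied by intact live HEK cells; FP after avidin binding of uncleaved biotin substrate so inhibition keeps polarization high; 0% = DMSO wells and 100% = 60 µM reference IDE inhibitor Ii1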
Target sequence (P14735 whole entry, looked up): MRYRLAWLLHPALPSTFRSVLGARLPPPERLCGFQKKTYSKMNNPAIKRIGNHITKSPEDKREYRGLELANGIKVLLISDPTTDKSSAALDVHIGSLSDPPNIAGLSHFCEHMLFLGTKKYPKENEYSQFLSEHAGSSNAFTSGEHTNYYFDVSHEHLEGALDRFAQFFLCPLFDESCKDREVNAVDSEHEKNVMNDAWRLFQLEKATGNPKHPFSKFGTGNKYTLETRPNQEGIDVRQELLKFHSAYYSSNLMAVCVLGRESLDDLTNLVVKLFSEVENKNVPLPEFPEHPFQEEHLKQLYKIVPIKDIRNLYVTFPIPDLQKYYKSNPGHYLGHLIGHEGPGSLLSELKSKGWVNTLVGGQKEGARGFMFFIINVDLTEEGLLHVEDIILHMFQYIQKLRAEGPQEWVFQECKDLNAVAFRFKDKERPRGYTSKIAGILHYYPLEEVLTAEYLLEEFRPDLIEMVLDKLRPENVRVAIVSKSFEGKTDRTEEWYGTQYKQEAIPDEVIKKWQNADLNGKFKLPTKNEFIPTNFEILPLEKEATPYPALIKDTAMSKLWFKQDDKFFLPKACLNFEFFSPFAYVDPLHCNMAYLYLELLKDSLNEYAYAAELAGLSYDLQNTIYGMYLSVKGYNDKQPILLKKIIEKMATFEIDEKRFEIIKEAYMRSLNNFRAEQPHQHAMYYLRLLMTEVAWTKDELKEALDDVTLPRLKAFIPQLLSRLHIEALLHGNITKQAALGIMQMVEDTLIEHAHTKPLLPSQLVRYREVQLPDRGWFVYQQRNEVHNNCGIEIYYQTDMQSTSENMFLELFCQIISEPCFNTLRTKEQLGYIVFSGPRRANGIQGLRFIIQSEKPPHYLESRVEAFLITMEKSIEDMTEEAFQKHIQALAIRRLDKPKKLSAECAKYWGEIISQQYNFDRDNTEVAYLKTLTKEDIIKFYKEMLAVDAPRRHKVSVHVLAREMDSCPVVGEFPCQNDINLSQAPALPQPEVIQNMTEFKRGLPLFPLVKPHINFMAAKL
Active calls of the source: *; · = not tested or not shown.

SMILES	CRFR2-BP ag	CHRM5 PAM	CHRM4 PAM	M4 ag	M4 antag	IDE inh	CHRM5 agonist	CRFBP-R2 block	CHRM5 antagonist
Cc1cc(NC(=O)CSCC(=O)Nc2cc(C(F)(F)F)ccc2N2CCCCC2)no1	3.4	2	-3	0	5	·	1	-16	3
CCCCN1CC(N(C)CCN(C)C)CS1(=O)=O (stereo unspecified)	·	0	3	0	-14	·	-1	·	5
NC(=O)c1cccc(-c2noc(-c3ccccc3F)n2)c1	-0.5	6	6	1	6	-2	1	-14	2
COc1ccccc1N1CCN(C(=O)c2cc(-c3ccccc3O)on2)CC1	-1.1	-4	2	-1	6	-2	-2	1	20
CCOc1ccc2nc(NC(=O)C3=NN(c4ccccc4)C(=O)CC3)sc2c1	-0.7	-3	-6	2	4	5	-1	0	-3
Cc1cc(CN2CCC(n3nccc3NC(=O)c3ccccc3Cl)CC2)cc(C)c1O	-0.4	4	-5	2	-6	5	-5	-8	3
Cc1cccc(-c2nnn3c2nc(NCCc2ccc(S(N)(=O)=O)cc2)c2ccccc23)c1	5.0	1	2	2	3	2	3	1	-3
CC(=O)N/C(=C/c1ccc2c(c1)OCO2)C(=O)NCCCO	12	-1	-1	0	-7	-2	-1	18	-7
Cc1sc(-c2cccnc2)nc1OC(=O)C1CC1	1.5	4	1	1	-2	1	-1	3	-2
O=C(O)c1ccccc1CC(CCc1ccccc1)C(=O)O (stereo unspecified)	-0.3	-10	-1	0	2	·	4	-4	17
CCC(C)(C)C1CCC2(CC1)NC(=O)N(CC(=O)N(C)CCOc1ccc(Cl)cc1)C2=O (stereo unspecified)	2.8	5	2	0	-3	·	1	-1	-3
CC(C)c1ccc(NC(=S)Nc2ccc(OC(F)(F)F)cc2)cc1	0.5	-12	-4	2	-12	6	-2	0	8
CCn1c(=O)c(C(=O)NCc2ccccc2OC)c(O)c2ccccc21	3.2	2	-1	0	5	5	4	-3	5
CN(C(=O)CN1C(=O)c2ccccc2S1(=O)=O)c1ccccc1C(=O)O	-0.7	-5	1	0	7	3	3	-13	-7
COc1ccc(C(=O)NCCCn2nc(C)cc2C)cc1S(=O)(=O)N1CCOCC1	0.7	7	7	0	-15	·	1	-1	-3
CNc1ccccc1C(C)(C)c1cc(-c2cccc(Br)c2)no1	3.4	-1	-5	2	17	0	3	-1	14
C=CCN(Cc1nc(-c2cc(OC)c3c(c2)OCO3)oc1C)C1CCS(=O)(=O)C1 (stereo unspecified)	1.1	-2	-2	1	2	7	-4	13	2
COc1ccc2c(-c3ccccc3)cc(SCC(N)=O)nc2c1	4.0	-11	-8	1	7	-5	-3	-3	14
CSc1nc2n(n1)C(c1cc(Br)ccc1F)C(C(=O)N(C)C)=C(C)N2 (stereo unspecified)	-1.9	3	-8	0	6	-4	-3	14	-6
Cc1ccc(SCC(=O)OCC(=O)Nc2ccc3[nH]c(=O)[nH]c3c2)cc1C	2.2	-16	7	1	-13	5	-2	3	12
COc1cccc(C(=O)NCC2CCCN2S(=O)(=O)c2cccs2)c1 (stereo unspecified)	-1.5	-2	0	2	-9	0	1	-6	6
COc1cccc(/C=N/Nc2cc(Cl)nc(C)n2)c1O	-0.2	2	10	4	-14	8	3	12	10
Cc1c(C(=O)c2ccc3c(c2)OCO3)ccc2c1OCO2	-3.5	-2	2	0	-13	·	-5	21	8
O=C(NCc1nnc(SC/C=C/c2ccccc2)o1)c1ccco1	-2.3	2	-4	1	0	2	1	1	6
CCOC(=O)N1CCN(c2c(N3CCN(c4ccc(OC)cc4)CC3)c(=O)c2=O)CC1	-1.5	1	3	0	-8	7	-2	9	-3
CCn1c(SCC(=O)Nc2nc(-c3ccccc3)cs2)nnc1-c1ccccc1O	2.5	-6	-12	12	3	3	1	-15	7
C/C(=N\Nc1nccnc1Cl)c1ccc(O)cc1	4.0	2	3	0	2	-4	2	22	-3
O=C(CSCCc1ccccn1)Nc1cccnc1Cl	6.6	-1	9	6	-20	3	1	17	-10
Cc1ccc(C(=O)c2cc(C)sc2NC(=O)CN2CCN(C(=O)c3ccco3)CC2)cc1	-0.3	-3	-6	5	11	-1	-1	35	3
O=C(Nc1cc(Cl)ccc1Cl)c1noc2c1CCCC2	-1.1	0	-4	0	-9	1	1	21	1
CC(COc1ccccc1)OC(=O)Nc1ccccc1 (stereo unspecified)	-3.4	3	1	-2	-5	·	-10	14	3
O=C1CC(c2ccco2)CC(O)=C1C=NCCO (stereo unspecified)	0.6	-1	-1	1	-4	1	-3	5	1
Cc1nc(-c2ccccc2)[nH]c(=O)c1Oc1ccc(Cl)cc1Cl	3.5	-1	-8	4	5	12	1	-41	5
CCC(C)Sc1nc2c(c(=O)[nH]c(=O)n2C)n1CC(O)COc1cccc2ccccc12 (stereo unspecified)	-2.4	-5	3	2	7	-2	1	-67	-3
Cc1cc[n+](-c2nc3ccccc3nc2[N-]S(=O)(=O)c2cccs2)cc1C	3.3	-1	0	1	3	0	-9	-1	20
O=C1OC(N2CCN(c3ccccn3)CC2)c2ccccc21 (stereo unspecified)	-1.3	-10	4	1	-5	-1	-5	5	5
CCc1ccc(NC(=O)CN2CCN(c3ccc(OC)cc3)CC2)cc1	0.1	-1	-6	-1	12	·	-4	10	10
Cc1cc(=O)n2nc(-c3ccc(C(F)(F)F)cc3)sc2n1	-4.5	5	0	1	5	7	-8	-12	2
CCc1c(C)sc(NC(=O)C2CC(c3c(F)cccc3Cl)=NO2)c1C#N (stereo unspecified)	1.6	3	5	3	-16	4	11	-13	-18
COc1cc(OC)cc(C(=O)NNC(=O)CCNS(=O)(=O)c2ccc(C)c(C)c2)c1	-2.4	-4	-3	0	-1	·	2	27	4
O=C(NCc1ccccn1)c1ccc2c(c1)N(Cc1ccccc1)CCS2	-2.7	-9	-16	5	6	-3	-6	5	11
Cc1cc(C)n(C2CC(=O)N(c3cccc(Cl)c3)C2=O)n1 (stereo unspecified)	-1.7	4	-3	1	7	1	-6	6	2
Cc1ccc(S(=O)(=O)N2CC3CCC2C3)cc1 (stereo unspecified)	6.5	-12	-2	11	0	-3	-2	2	8
COc1ccc(N2CCN(C(=O)COC(=O)c3oc4ccccc4c3C)CC2)cc1	0.3	-19	-2	20	4	2	3	-8	3
NC(N)=NC(N)=Nc1ccc(SC(F)(F)F)cc1	-3.4	-1	0	0	9	2	-8	-7	-5
CCn1c(SCC(=O)Nc2nc3ccc(OC)cc3s2)nnc1-c1ccoc1C	0.3	-21	-4	7	-8	10	-8	-8	1
S=C(N/N=C/c1ccccc1)N1CCOCC1	0.1	-2	-1	1	-3	-6	-4	1	4
Cc1cccnc1NC(=O)c1ccc(S(=O)(=O)N2CCCCC2)cc1	-0.8	0	2	1	2	-3	1	9	5
Cn1nnc2cc(C(=O)NCc3ccco3)ccc21	-0.1	2	2	1	4	9	-2	14	1
COc1ccc(C2(c3ccc(OC)cc3)NC(=O)N(CC(=O)Nc3ccccc3)C2=O)cc1	0.3	-3	4	6	-8	-3	1	-19	1
COc1ccc(NS(=O)(=O)c2ccc(NC(=S)NC(=O)C(C)C)cc2)cc1	20	-9	4	19	-4	3	19	2	6
COC(=O)c1ccc(NC(=S)NCCc2ccc(OC)cc2)cc1	4.8	-14	-2	12	-6	-3	4	-14	0
CCOC(=O)N1CCN(C(=O)c2cccc(S(=O)(=O)Nc3ccc(F)cc3)c2)CC1	0.5	1	10	2	6	·	-3	-7	4
Cc1nc2cc(F)ccc2n1C1CCN(C(=O)c2c(F)cccc2F)CC1	-1.3	-4	1	7	-3	4	4	-7	-5
O=C(NCCCN1CCN(CCCNC(=O)c2ccc(F)cc2)CC1)c1ccc(F)cc1	1.4	0	1	0	4	3	-3	1	-6
COc1ccc(C(=O)CSc2nnc(-c3ccco3)c(-c3ccco3)n2)cc1	0.0	-5	4	2	3	·	-1	16	12
O=C(O)/C(=C1\OC(=O)c2ccccc21)c1ccccc1	0.1	-5	-3	1	-4	5	0	0	-6
Cc1ccccc1OCC(=O)NNC(=O)C1CC(=O)N(c2ccc3c(c2)OCCO3)C1 (stereo unspecified)	-0.6	2	14	2	-18	-2	1	0	-7
Cc1ccc(CS(=O)(=O)CCC(=O)NCCC(C)C)cc1	-0.9	3	34*	1	-4	4	-4	0	4

14 of these compounds, set out differently.
Each structure is followed by: CRFR2-BP ag | CHRM5 PAM | CHRM4 PAM | M4 ag | M4 antag | IDE inh | CHRM5 agonist | CRFBP-R2 block | CHRM5 antagonist
- Cc1ccc(S(=O)(=O)N2CC3CCC2C3)cc1 (stereo unspecified)
 : 6.5 | -12 | -2 | 11 | 0 | -3 | -2 | 2 | 8
- COc1ccc(N2CCN(C(=O)COC(=O)c3oc4ccccc4c3C)CC2)cc1
 : 0.3 | -19 | -2 | 20 | 4 | 2 | 3 | -8 | 3
- NC(N)=NC(N)=Nc1ccc(SC(F)(F)F)cc1
 : -3.4 | -1 | 0 | 0 | 9 | 2 | -8 | -7 | -5
- CCn1c(SCC(=O)Nc2nc3ccc(OC)cc3s2)nnc1-c1ccoc1C
 : 0.3 | -21 | -4 | 7 | -8 | 10 | -8 | -8 | 1
- S=C(N/N=C/c1ccccc1)N1CCOCC1
 : 0.1 | -2 | -1 | 1 | -3 | -6 | -4 | 1 | 4
- Cc1cccnc1NC(=O)c1ccc(S(=O)(=O)N2CCCCC2)cc1
 : -0.8 | 0 | 2 | 1 | 2 | -3 | 1 | 9 | 5
- Cn1nnc2cc(C(=O)NCc3ccco3)ccc21
 : -0.1 | 2 | 2 | 1 | 4 | 9 | -2 | 14 | 1
- COc1ccc(C2(c3ccc(OC)cc3)NC(=O)N(CC(=O)Nc3ccccc3)C2=O)cc1
 : 0.3 | -3 | 4 | 6 | -8 | -3 | 1 | -19 | 1
- COc1ccc(NS(=O)(=O)c2ccc(NC(=S)NC(=O)C(C)C)cc2)cc1
 : 20 | -9 | 4 | 19 | -4 | 3 | 19 | 2 | 6
- COC(=O)c1ccc(NC(=S)NCCc2ccc(OC)cc2)cc1
 : 4.8 | -14 | -2 | 12 | -6 | -3 | 4 | -14 | 0
- CCOC(=O)N1CCN(C(=O)c2cccc(S(=O)(=O)Nc3ccc(F)cc3)c2)CC1
 : 0.5 | 1 | 10 | 2 | 6 | · | -3 | -7 | 4
- Cc1nc2cc(F)ccc2n1C1CCN(C(=O)c2c(F)cccc2F)CC1
 : -1.3 | -4 | 1 | 7 | -3 | 4 | 4 | -7 | -5
- O=C(NCCCN1CCN(CCCNC(=O)c2ccc(F)cc2)CC1)c1ccc(F)cc1
 : 1.4 | 0 | 1 | 0 | 4 | 3 | -3 | 1 | -6
- COc1ccc(C(=O)CSc2nnc(-c3ccco3)c(-c3ccco3)n2)cc1
 : 0.0 | -5 | 4 | 2 | 3 | · | -1 | 16 | 12
